PI4K2A block: qHTS for small molecular inhibitors of PI4K2A; purified PI4K2A, ADP-Glo luminescence, 1 h; hits give low values; Phosphatidylinositol 4-kinase type 2-alpha (Homo sapiens), Q9BTU6; activity change, negative = inhibition, % at 76.9 µM; 420,000 compounds, 0.13% hits; in the data active means activity change below about -50%; inconclusive means mostly about -30% to -49%;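 further: -100% = wells without enzyme as full effect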
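ADP-Glo luminescence measured ADP generated by PI4K2A enzyme (4 ug/mL before mixing) with 1.2 mM PI substrate (pre-mix) and 300 microM ATP (pre-mix). Tris pH7.5 buffer with MgCl2, Triton X-100; 1 h reaction at ambient temperature.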
BAZ2B inh: qHTS Assay for Inhibitors of BAZ2B; Bromodomain adjacent to zinc finger domain protein 2B (Homo sapiens), Q9UIF8; AlphaScreen BAZ2B-H3K14Ac peptide displacement; Potency, µM (highest dose often 114 µM), for inactives: at the top dose activity change, negative = inhibition, hits mostly inhibitors; 360,000 compounds, 4.4% hits; further: potency means the concentration at half of the fitted maximal effect; on the % scale 0 is the no-effect control and ±100 the full control effect; nearly all actives have a fitted effect of over 60% in size
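Inhibition is scored as reduced AlphaScreen emission. The BAZ2B/b-H3(5-23)K14Ac complex (50 nM each) in PBS pH 7.4, 0.01% Tween-20 meets compound (up to 110 uM) for 30 min at RT before bead addition.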
GLS inh: qHTS for Inhibitors of Glutaminase (GLS) | Glutaminase kidney isoform, mitochondrial (Homo sapiens), O94925 | GLS enzymatic activity, qHTS titration | Potency, µM (top dose mostly 45.5 µM), for the others: top-dose activity change, negative = inhibition, actives largely listed as inhibitors | 410,000 compounds, 0.21% hits | AID 624170, 2012; further: potency means the concentration at half of the fitted maximal effect; on the % scale 0 is the no-effect control and ±100 the full control effect
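Glutamate formation by hKGA was monitored fluorometrically using coupled glutamate oxidase, HRP and Amplex Red. Substrate was added as 1 mM L-glutamine solution; incubation was 30 min at RT after an initial read.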
Pol eta inh: qHTS for Inhibitors of Polymerase Eta | DNA polymerase eta (Homo sapiens), Q9Y253 | recombinant Pol eta, fluorescent DNA replication assay | Potency, µM (series often up to 114 µM), for the others: top-dose activity change, negative = inhibition, hits mostly inhibitors | 390,000 compounds, 1.2% hits | AID 588591, 2011; further: potency means the concentration at half of the fitted maximal effect; on the % scale 0 is the no-effect control and ±100 the full control effect
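Pol eta (10 nM) was preincubated with compounds for 15 min at room temperature, after which fluorescent replication substrate (50 nM final) was added to start the reaction. Fluorescence was read kinetically at 0 and 10 min.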
G9a inh: qHTS Assay for Inhibitors of Histone Lysine Methyltransferase G9a | Histone-lysine N-methyltransferase EHMT2 (Homo sapiens), Q96KQ7 | G9a H3K9 monomethylation, AlphaScreen, 2 h | Potency, µM (doses to about 102 µM), inactives show at the highest dose activity, negative = inhibition, usual class: inhibitors | 350,000 compounds, 8.8% hits | AID 504332, 2011; further: potency means the concentration at half of the fitted maximal effect; on the % scale 0 is the no-effect control and ±100 the full control effect; nearly all actives have a fitted effect of over 75% in size
Target sequence (Q96KQ7 913-1193 limits assumed): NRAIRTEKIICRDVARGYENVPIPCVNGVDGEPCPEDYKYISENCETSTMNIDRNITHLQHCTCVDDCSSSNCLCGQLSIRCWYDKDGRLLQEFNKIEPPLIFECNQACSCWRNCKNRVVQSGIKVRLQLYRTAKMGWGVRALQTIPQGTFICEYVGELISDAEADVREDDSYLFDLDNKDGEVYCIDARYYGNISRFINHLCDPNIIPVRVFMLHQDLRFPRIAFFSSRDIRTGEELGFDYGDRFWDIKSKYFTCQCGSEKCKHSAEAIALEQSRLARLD
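Step 1: enzyme (final 20 nM) with compound, 15 min RT. Step 2: substrate peptide 500 nM and SAM 20 uM, 2 h RT. Step 3: anti-H3K9me1 antibody and AlphaScreen beads, 10 min, then plate read.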
JMJD2A Tudor: qHTS Assay for Inhibitors of JMJD2A-Tudor Domain; Lysine-specific demethylase 4A (Homo sapiens), O75164; AlphaScreen JMJD2A-Tudor / H3K4me3 peptide binding; Potency, µM (highest dose often 114 µM), for inactives: top-dose activity change, negative = inhibition, usual class: inhibitors; 390,000 compounds, 4.4% hits; further: potency means the concentration at half of the fitted maximal effect; on the % scale 0 is the no-effect control and ±100 the full control effect; nearly all actives have a fitted effect of over 50% in size
PGK inhibitor: qHTS Assay to Find Inhibitors of Phosphoglycerate Kinase | Phosphoglycerate kinase, glycosomal (Trypanosoma brucei brucei), P07378 | PGK/GAPDH coupled, Kinase-Glo luminescence, 60 min | Potency, µM (highest dose often 57.5 µM), without a hit: at the highest dose activity change, negative = inhibition, most hits filed as inhibitors | 380,000 compounds, 0.043% hits; further: potency means the concentration at half of the fitted maximal effect; on the % scale 0 is the no-effect control and ±100 the full control effect; nearly all actives have a fitted effect of over 60% in size
Target sequence (P07378 whole entry, looked up): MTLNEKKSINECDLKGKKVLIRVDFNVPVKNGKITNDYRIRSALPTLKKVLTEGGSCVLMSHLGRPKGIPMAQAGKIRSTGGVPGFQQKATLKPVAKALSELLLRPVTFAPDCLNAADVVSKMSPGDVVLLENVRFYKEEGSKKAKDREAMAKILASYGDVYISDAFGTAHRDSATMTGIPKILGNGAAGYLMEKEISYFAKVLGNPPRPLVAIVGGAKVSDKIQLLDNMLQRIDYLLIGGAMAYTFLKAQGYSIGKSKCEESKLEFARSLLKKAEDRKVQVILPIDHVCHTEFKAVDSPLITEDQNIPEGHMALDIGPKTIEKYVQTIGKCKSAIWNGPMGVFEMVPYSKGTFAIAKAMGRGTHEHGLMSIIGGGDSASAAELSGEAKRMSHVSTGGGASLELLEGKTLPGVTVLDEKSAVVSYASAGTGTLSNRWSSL
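Recombinant glycosomal PGK reaction used 1,3-bisphosphoglycerate generated in-well by GAPDH (100nM final) in 100mM TEA pH 7.6, 5mM MgCl2, 0.01% Tween-20. After 60 minutes at room temperature, ATP was read by Kinase-Glo Plus luminescence end-point.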
Pin1 inhibitor: qHTS Assay to Find Inhibitors of Pin1; Peptidyl-prolyl cis-trans isomerase NIMA-interacting 1 (Homo sapiens), Q13526; Pin1 FP peptide displacement, HiFluor488, 10 min; Potency, µM (highest dose often 115 µM), without a hit: at the highest dose activity, negative = inhibition, most hits filed as inhibitors; 390,000 compounds, 0.009% hits; active means well fitted inhibition curve with a large enough effect in the polarisation, with a control signal flat, not every such curve was filed as active; inconclusive means small, poorly fitted or top-dose-only effect, or effect the other way, or a change in a side signal; inactive means no such curve, though single readings can be large or run the other way; the % refers to the polarisation; further: potency means the concentration at half of the fitted maximal effect; on the % scale 0 is the no-effect control and ±100 the full control effect
Target sequence (Q13526 whole entry, looked up): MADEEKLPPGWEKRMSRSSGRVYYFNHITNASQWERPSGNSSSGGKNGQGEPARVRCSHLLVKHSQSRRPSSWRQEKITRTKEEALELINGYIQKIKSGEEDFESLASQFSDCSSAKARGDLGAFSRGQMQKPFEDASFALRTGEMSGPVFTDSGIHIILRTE
HP1b binding inh: HTS for Inhibitors of HP1-beta Chromodomain Interactions with Methylated Histone Tails | Potency, µM (doses to about 114 µM), without a hit: top-dose activity change, negative = inhibition, usual class: inhibitors | 390,000 compounds, 0.56% hits | AID 540317, 2011 | Chromobox protein homolog 1 (Homo sapiens), P83916 | AlphaScreen HP1-beta / biotin-H3K9me3 peptide binding; further: potency means the concentration at half of the fitted maximal effect; nearly all actives have a fitted effect of over 70% in size; inactives centre near 23
Target sequence (P83916 whole entry, looked up): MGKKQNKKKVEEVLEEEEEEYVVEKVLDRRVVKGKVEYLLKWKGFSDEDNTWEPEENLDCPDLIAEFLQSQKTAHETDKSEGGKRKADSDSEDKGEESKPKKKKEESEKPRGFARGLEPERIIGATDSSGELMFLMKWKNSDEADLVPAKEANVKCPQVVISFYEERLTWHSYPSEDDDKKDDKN
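HP1-beta protein (50 nM final) preincubated 30 min at room temperature with biotinylated H3(1-18)K9me3 peptide (50 nM) in PBS pH 7.4, 0.01% Tween-20, then compound added for 30 min. AlphaScreen streptavidin donor/nickel chelate acceptor beads (10 ug/mL final), 30 min dark, luminescence read.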
* = called active by the depositor; i = inactive; u = inconclusive; x = no result given; [ ] = another dose, or the depositor's remark. Unless noted, the call rests on the fitted dose curve; in most records, active means well fitted curve in the direction sought with a large enough effect; inconclusive means small, poorly fitted or top-dose-only effect, or another doubt; inactive means no such curve, though single readings can be large; an effect the other way counts as inactive or inconclusive. An excerpt (hit frequency here may not be typical).

SMILES	PI4K2A block	BAZ2B inh	GLS inh	Pol eta inh	G9a inh	JMJD2A Tudor	PGK inhibitor	Pin1 inhibitor	HP1b binding inh
O=C(OCC(=O)N1CCCCC1)c1cc(NS(=O)(=O)c2ccc(Cl)c([N+](=O)[O-])c2)ccc1O	1	-31%	-6%	u	-47%	-16%[57.1 µM]	-2%	2%	48%[activator]
COc1ccc(OC)c(S(=O)(=O)N2Cc3ccccc3CC2C(=O)Nc2ccc(C(C)=O)cc2)c1 (centres undefined)	4	-17%	4%	x	-11%[59 µM]	-24%	x	11%	-4%
COc1ccc(-c2nc(N3CCOCC3)nc3n[nH]c(N)c23)cc1	-16	-26%	6%	-2%	3%[59 µM]	-17%	-7%	-2%	10%
COC(=O)c1ccc(CNC(=O)C2CCC(=O)N(CCc3ccccn3)C2)cc1 (centres undefined)	5	x	3%	-4%	x	x	5%	x	x
Cc1cc(C)c2oc(-c3ccc(Cl)c(NC(=O)c4ccc(C#N)cc4F)c3)nc2c1	3	-5%	-1%	-2%	-7%[12.7 µM]	1%	-5%	0%	19%
CCC(Sc1nc2nccnc2c(=O)n1Cc1ccc(OC)cc1)C(=O)NC1CCCCC1 (centres undefined)	-2	-11%	-3%	2%	11%[59 µM]	6%	i	-1%	35%
Cn1c(C(=O)N2CCN(c3cccc(C(F)(F)F)c3)CC2)cc2sccc21	0	u	2%	-29%	4%[12.7 µM]	u	-2%	u	-7%
COc1cc(C(=O)Nc2cc(C)ccc2OCc2cc(=O)n3cc(C)sc3n2)cc(OC)c1OC	-2	11%	4%	14%	9%[59 µM]	-6%	9%	-7%	26%[57 µM]
Nc1ccc(C#Cc2ccc3oc4ccccc4c(=O)c3c2)cc1	3	x	1%	-1%	x	-19%	-4%	-3%	30%
COCCN(CCOC)c1ncc(Cl)c(C(=O)c2c(C)cc3ccccn23)n1	5	-4%	5%	-9%	40µM*	-20%	x	5%	-6%
Nc1nc(CN2CCc3ccccc3C2)nc(Nc2ccccc2)n1	-10	50µM*	8%	-3%	u	79µM*	-1%	23%	3%
O=C(CCl)Nc1ccccc1C(=O)c1ccccc1	-4	-1%	2%	0%	-34%	-15%	1%	1%	58%[activator]
O=C1OC(Nc2cc(Br)cc3cccnc23)c2ccccc21 (centres undefined)	13	-8%	19%	3%	-16%[59 µM]	u	-10%	6%	-4%
CCN(C(=O)COC(=O)c1cc(OC)c(OC)cc1[N+](=O)[O-])C1CCS(=O)(=O)C1 (centres undefined)	1	-12%	-4%	-8%	0%	-1%	7%	5%	19%
COC(=O)c1cc2nc(-c3ccc(OC)c(OC)c3)cc(C(F)(F)F)n2n1	1	25%	1%	2%	6%[59 µM]	-16%	-4%	-6%	19%
COC(=O)[C@@]1(C)[C@H]2C(=O)N(Cc3ccccc3)C(=O)[C@H]2[C@H]2CN=C(SCc3ccc(C)cc3)N21	1	x	3%	-11%	x	u	-2%	5%	42%[activator]
N/C(=N\C(=S)Nc1ccccc1)c1ccccc1	-6	-31%	-7%	-15%	15%[2.33 µM]	-35%	-9%	-6%	25%
O=C(Nc1cccc(S(=O)(=O)NC2=NCCC2)c1)c1ccc(F)cc1F	2	x	4%	-16%	x	10%	4%	6%	18%[57 µM]
CCN1CCN(c2ccc(S(=O)(=O)N3CCCCC3)cc2NC(=O)/C=C/c2ccc(OC(F)F)cc2)CC1	6	4%	5%	-12%	14µM*	-34%	2%	4%	-15%
O=C(CSc1nnc(CNC(=O)c2c(F)cccc2F)o1)Nc1ccc2c(c1)OCCO2	0	-3%	17%	-3%	x	-16%	3%	-11%	40%[activator]
Cc1cccc(NC(=O)Cn2cnc3ccc(S(=O)(=O)N4CCC(C)CC4)cc3c2=O)n1	9	-3%	-9%	-17%	27%[2.33 µM]	-2%	i	31%[activator]	41%
Fc1cccc(C2CC(c3cccc(Br)c3)Nc3nnnn32)c1 (centres undefined)	-1	-3%	7%	-12%	-4%[12.7 µM]	-28%	0%	-5%	6%
CNC(=S)N(Cc1ccccc1)Cc1cccnc1	0	0%	15%	-4%	x	-1%	-1%	-1%	21%
Cc1nc(CS(=O)(=O)c2ccccn2)sc1C(=O)NNC(=O)c1ccccc1	2	-6%	-17%	-25%	x	-5%	-1%	2%	36%
C/C(CCC(C)C)=N\NS(=O)(=O)c1ccc(C)c([N+](=O)[O-])c1	-6	-24%	10%	0%	13µM*	-20%	-2%	-1%	4%
The listing continues:
SMILES	PI4K2A block	BAZ2B inh	GLS inh	Pol eta inh	G9a inh	JMJD2A Tudor	PGK inhibitor	Pin1 inhibitor	HP1b binding inh
CSCCC(NS(=O)(=O)c1ccc2c(c1)oc(=O)n2C)C(=O)N1CCN(c2ccc(F)cc2)CC1 (centres undefined)	2	0%	2%	13%	-20%[59 µM]	-12%	4%	0%	19%
O=C1c2ccccc2-c2n[nH]c(=O)c3ccc(N4CCCCC4)c1c23	-2	u	-2%	-5%	u	u	-6%	6%	u
CCN(CC)S(=O)(=O)c1ccc(N2CCCCC2)c(NC(=O)/C(C#N)=C/c2ccc(OC)cc2)c1	-3	-25%	-3%	-21%	0%[59 µM]	-8%	-4%	50%[activator]	23%
CCOC(=O)c1ccccc1NC(=O)COC(=O)CCCOc1ccccc1	3	106%[activator]	-1%	-6%	3%[0.501 µM]	130%[activator]	-1%	-10%	133%[activator]
COc1ccc(C(=O)N2CCCC(C(=O)O)C2)c2ccccc12 (centres undefined)	6	-6%	-5%	-13%	45µM*	1%	-7%	-5%	23%
O=C(CN1CCN(c2ccccc2F)CC1)c1c[nH]c2ccccc12	-9	-8%	-2%	0%	-15%[59 µM]	-1%	-6%	9%	48%
CCCCn1c(N)c(N(CCOC)C(=O)CCNC(=O)c2ccc(Cl)cc2)c(=O)[nH]c1=O	3	-17%	-1%	-19%	-51%	-12%	-5%	u	57%[activator]
COc1cccc(/C=N/n2c(SC)nnc2-c2ccccc2)c1O	4	u	26%	-5%	8.9µM*	-31%	-1%	-4%	24%
Cc1nc(-c2ccc(S(=O)(=O)N3CCN(c4ccccc4F)CC3)cc2)co1	0	-34%	-4%	-29%	-31%[59 µM]	u	-12%	15%	5%[57 µM]
COc1ccc(CNc2nc3ccccc3n2CCN2CCCCC2)c(OC)c1	-1	u	5%	-18%	u	-20%	i	-5%	11%
Cc1ccc(C(C)C)c(OCCSc2nc3ccccc3n2CC(O)CO)c1 (centres undefined)	1	-20%	1%	-22%	-41%[59 µM]	-21%	i	-1%	20%
Cc1cnnc2c1-c1no[n+]([O-])c1CC2	8	8%	3%	-1%	1%[59 µM]	-4%	-7%	1%	27%
CCOc1ccc(CN(C(=O)c2cc3ccccc3oc2=O)C2CC2)cc1	-2	3%	2%	-14%	15%[59 µM]	-5%	-6%	-1%	40%[activator]
COc1cccc(C2=CC(=O)CCC2)c1OC	-2	x	1%	-6%	x	-12%	i	-1%	35%
CN1C(=O)c2ccc(NC(=O)c3ccc(Cl)cc3Cl)cc2C1=O	0	-17%	-1%	2%	71%[activator]	9%	i	0%	40%[activator]
O=C(O)CC/C(=N/NC(=O)c1ccc(-c2ccccc2)cc1)c1ccccc1	2	3%	0%	-17%	84%[activator]	-17%	i	1%	25%
O=C(CN1C(=O)CCSc2ccc(S(=O)(=O)N3CCCC3)cc21)Nc1cccc(F)c1	1	4%	-5%	7%	1%[59 µM]	-10%	1%	13%	22%[57 µM]
CC(=O)Nc1ccccc1NC(=O)c1ccccc1-c1ccccc1	0	-3%[0.457 µM]	1%	-2%	x	-8%	-2%	-1%	30%
COc1cccc(/C=C/C(=O)OCC(=O)N2c3ccccc3NC(=O)C2(C)C)c1	3	1%	7%	u	7%[59 µM]	-8%	-18%	1%	16%
CNC(=O)C12CC3CC(CC(Cl)(C3)C1)C2	-2	3%	2%	-17%	45%[59 µM]	-11%	i	0%	29%
C#Cc1ccc(CN2CCC(C(=O)Nc3ccc(Oc4ccccc4)nc3)CC2)cc1	2	-16%	5%	-11%	12%[0.501 µM]	-25%	0%	0%	11%
CN(C)c1ccc(-n2cccc2)cc1	-6	22µM*	8%	-7%	40µM*	20µM*	-3%	-4%	22µM*
Cc1ccccc1C(=O)NNC(=O)CCC(=O)Nc1cccc(Cl)c1C	-3	2%	7%	-23%	7%	-3%	-10%	-2%	28%
CC(NC(=O)C1=CC=CN2CCS(=O)(=O)N=C12)c1ccc(Cl)cc1Cl (centres undefined)	4	12%	-11%	-13%	-11%[2.33 µM]	-9%	-10%	-2%	26%
O=C(/C=C/c1ccc([N+](=O)[O-])cc1)NCc1cccnc1	-2	0%	-2%	-15%	x	-13%	-2%	-11%	22%
COc1cc(OC)cc(-n2c3nc4ccccc4nc3c3c(=O)n(CC4CCCO4)cnc32)c1 (centres undefined)	5	14%	-22%	u	1%	-2%	1%	u	50%[activator]

Screening results (PubChem BioAssay)
